Source: PubChem
Keap1-Nrf2 PPI: inhibitors of human Keap1-Nrf2 protein-protein interaction. Q14145. Keap1 Kelch-Nrf2 peptide fluorescence polarization, 1536-well. inhibition, % at 9.4 µM. actives 0.15% (n = 340,000). AID 504523; in the data active means inhibition above about 12%; inconclusive means no clear call, values can overlap the other calls; inactive means below about 7.3%;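 further: human Keap1 Kelch domain with fluorescein labeled Nrf2 9mer peptide probe; 0% = neutral control wells and 100% = peptide positive control; higher means more block of Keap1 binding to Nrf2 peptide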
V-ATPase pHluor: regulators of yeast V-ATPase proton transport | S. cerevisiae, pHLuorin cytosolic pH fluorescence | response, % at 10 µM | actives 0.37% (n = 350,000) | AID 504577; in the data active means response mostly above about 7.3%, no sharp cut-off; inactive means mostly below about 5.4%; further: actives read high; inactives centre near 0; some compounds called inactive have numbers as strong as hits; reference of the scale not given here
OPRM1-OPRD1 inv: inverse agonists of human mu-delta opioid receptor heterodimerization; cell-based MOR-DOR heterodimer luminescence, inverse agonism; inhibition, % at 9.3 µM; actives 0.21% (n = 340,000); in the data active means inhibition above about 22%, passing the limit was not always enough;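 further: 0% = cells with DMSO and 100% = wells without cells with DMSO; values of inactives mirror those of a sister screen read the other way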
Target sequence (P35372 whole entry, looked up): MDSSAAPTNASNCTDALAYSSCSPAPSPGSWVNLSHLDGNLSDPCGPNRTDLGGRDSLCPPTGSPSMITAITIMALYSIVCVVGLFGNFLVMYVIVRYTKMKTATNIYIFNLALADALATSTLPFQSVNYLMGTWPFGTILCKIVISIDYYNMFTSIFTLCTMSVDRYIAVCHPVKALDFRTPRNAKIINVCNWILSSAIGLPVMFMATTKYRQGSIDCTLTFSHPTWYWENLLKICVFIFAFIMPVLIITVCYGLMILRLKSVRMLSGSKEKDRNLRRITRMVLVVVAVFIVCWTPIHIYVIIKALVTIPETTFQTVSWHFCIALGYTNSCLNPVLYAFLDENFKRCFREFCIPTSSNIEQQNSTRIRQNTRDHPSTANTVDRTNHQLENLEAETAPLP
Target sequence (P41143 whole entry, looked up): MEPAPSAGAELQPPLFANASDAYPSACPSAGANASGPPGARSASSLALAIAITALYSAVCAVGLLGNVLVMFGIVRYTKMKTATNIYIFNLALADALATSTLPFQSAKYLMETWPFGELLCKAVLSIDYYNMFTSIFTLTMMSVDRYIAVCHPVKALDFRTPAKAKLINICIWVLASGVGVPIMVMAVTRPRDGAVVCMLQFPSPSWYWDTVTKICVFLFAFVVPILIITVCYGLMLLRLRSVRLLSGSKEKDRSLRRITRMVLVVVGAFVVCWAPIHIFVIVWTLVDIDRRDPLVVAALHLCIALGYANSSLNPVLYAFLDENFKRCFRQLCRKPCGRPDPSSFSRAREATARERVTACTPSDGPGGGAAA
Arr AP2 block: inhibitors of human beta-arrestin and AP2 interaction. FITC-arrestin peptide / GST-AP2 beads, flow cytometry; AP2 beta2 appendage carries R879A mutation. inhibition, % at 10 µM. actives 0.31% (n = 340,000);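 active means inhibition above a set limit, near 3 SD of compounds lacking own fluorescence, cut at about 54% in these data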;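 further: plate controls were DMSO wells for no effect and 5 µM unlabelled arrestin peptide for full effect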
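Material – GST-tagged AP2 beta2-adaptin appendage (R879A) on 4 µm glutathione beads · Probe or stimulus – fluorescein-tagged arrestin peptide at 50 nM final · Timing – 12 min plus 1 h, RT · Detection – bead flow cytometry, FITC channel · Read-out basis – inhibition as reduced fluorescein signal on beads, percent · Medium – PBS plus Tween 20 (0.05%) and BSA (0.1%)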
Pemphigus Ab inh: human desmoglein-3 autoantibody binding inhibition | P32926 | binding (percent of control), % at 10 µM | DSG3-coupled beads, scFv-anti-DSG3-GFP binding, flow cytometry; hits give low values | actives 0.48% (n = 310,000);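 active means binding more than 3 SD below its plate's average and above zero; inconclusive means below that plate limit but binding exactly zero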;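 further: hits lower antibody fragment binding to DSG3; some compounds called inactive have numbers as strong as hits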
C-LANA FP: KSHV C-LANA DNA binding inhibition | AID 504423 | inhibition, % at 9 µM | actives 0.078% (n = 340,000) | MBP-C-LANA/FAM-LBS DNA binding, fluorescence polarization;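 active means highest replicate inhibition at or above 60% at 9 µM, even if other replicates fall short; inactive means all replicates below 60% inhibition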;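 further: 0% = neutral control wells and 100% = 4 µM acridine orange control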
Wnt act: Wnt/beta-catenin pathway activation; Wnt/beta-catenin reporter cell assay, activator, plate reader; activation, % at 9.35 µM; actives 1.2% (n = 300,000); AID 743398; in the data active means activation above about 30%, passing the limit was not always enough; inconclusive means no clear call, values can overlap the other calls;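 further: 0% = neutral control wells and 100% = positive control wells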
cardiac RTF act: increases calcium sensitivity of human cardiac regulated thin filaments; IANBD-labeled TnC RTF fluorescence at EC20 calcium; 0% EC20 calcium, 100% full calcium; activation, % at 7.2 µM; AID 493008; actives 0.24% (n = 340,000); P19429+P45379;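 active means activation above the mean over all tested compounds plus 3 SD, cut at about 30% in these data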;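 further: rise in fluorescence read as greater calcium sensitivity of cardiac thin filaments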
OPRM1-OPRD1 ag: OPRM1-OPRD1 heterodimerization agonism; actives 0.3% (n = 340,000); activation, % at 9.3 µM; P35372+P41143; cells, luminescence; AID 504326; in the data active means activation above about 18%;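 further: 0% = vehicle-treated cells and 100% = reference agonist; values of inactives mirror those of a sister screen read the other way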
RTF Ca sens inh: cardiac RTF calcium desensitization; IANBD-labeled cardiac RTF, Ca2+ fluorescence; actives 0.12% (n = 340,000); inhibition, % at 7.15 µM; P19429+P45379;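 active means inhibition above the mean inhibition of all tested compounds plus 3 SD, cut at about 17% in these data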;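 further: assay run at fixed EC70 calcium of 1.6 mM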
Active calls of the source: *; ? = inconclusive; · = no result given.

SMILES	Keap1-Nrf2 PPI	V-ATPase pHluor	OPRM1-OPRD1 inv	Arr AP2 block	Pemphigus Ab inh	C-LANA FP	Wnt act	cardiac RTF act	OPRM1-OPRD1 ag	RTF Ca sens inh
O=S(=O)(Nc1nc(-c2ccccc2)cs1)c1cc(Cl)ccc1Cl	-2	0	-2	10	122	0.6	1	-9	0.3	-3
COCCCNC(=O)CCc1nnc(Cc2ccc(-c3ccccc3)cc2)o1	-7	-1	7	5	104	0.5	6	6	-1.2	-10
Cc1ccc(S(=O)(=O)n2cnc3ccccc32)cc1[N+](=O)[O-]	-5	5	14	-2	93	1.7	0	-1	-2.7	-1
CN(C)c1nc(-c2ccccc2)ns1	-3	0	6	-7	97	-0.2	3	0	-1.2	-14
CCOC(=O)c1c(NC(=O)COc2ccccc2C#N)sc2c1CC(C)(C)NC2(C)C	-2	-1	7	-3	·	-0.5	-1	8	-1.3	-3
Cc1ccc(NC(=O)NC(=O)CN2CCN(c3ccc(O)cc3)CC2)c(C)c1	1	0	-8	13	·	0.0	-4	-4	1.3	-6
O=C(O)C1C2C=CC(O2)C1C(=O)NC1CCCc2ccccc21 (centres undefined)	0	-2	5	-2	111	0.9	·	0	-0.9	-2
CC(C)(C)C1CCC(C(=O)Nc2ccccc2)CC1 (centres undefined)	2	-9	-27	4	66*	0.8	-6	5	5.5	-4
O=c1c2c(nc3nc[nH]n13)CCC2	-5	0	0	6	97	-0.4	-2	9	0.0	-12
O=c1[nH]c2cc3c(cc2cc1C(c1nnnn1C1CCCC1)N1CCSCC1)OCCO3 (centres undefined)	-7	5	6	8	98	-0.8	·	6	-1.2	2
C/C(=N/OCc1ccc(Br)cc1)c1ccccn1	5	1	-12	34	100	0.2	18	9	2.4	1
CSc1nc(SC(C)C(=O)O)c2c3c(sc2n1)COC(C)(C)C3 (centres undefined)	5	-1	15	-3	97	41	-1	1	-2.7	7
O=C(CSc1ncn(-c2ccccc2)n1)Nc1nncs1	5	-3	16	18	84	-1.8	1	-3	-2.6	4
COc1ccc(-c2cc3ccc(OC(C)C(=O)O)cc3oc2=O)cc1 (centres undefined)	-3	-3	9	5	120	-1.4	5	-4	-1.7	-8
N=C1C(c2ccccc2)=C(O)CN1NC(=O)c1ccc(Cl)cc1	-4	-1	-14	-3	94	-0.1	-1	6	2.2	-9
CCOCCOC(=O)c1ccc(NC(=O)C2COc3ccccc3O2)cc1 (centres undefined)	0	3	5	45	116	0.4	2	-3	-1.0	1
Cc1ccnc2nc(C(=O)Nc3nnc(-c4ccc(Cl)cc4)o3)nn12	-2	4	-14	2	·	0.1	0	-2	3.0	-2
COc1ccc(S(=O)(=O)N(C)C)cc1NC(=O)COC(=O)C1CC1	-8	2	9	-4	·	1.5	3	-1	-2.3	-10
COC(=O)c1ccc(C2C(C(=O)c3ccco3)=C(O)C(=O)N2CC2CCCO2)cc1 (centres undefined)	-4	0	-10	-6	98	-0.8	-3	-6	1.2	3
C/C(=C\C(=O)O)C(=O)Nc1nccs1	-3	2	16	1	113	29	-1	0	-3.9	6
Cc1cccc(-n2c(O)c(C=Nc3ccc(O)cc3)c3ccccc3c2=O)n1	2	-1	15	7	89	-0.1	1	-4	-2.4	-27
Cn1nnnc1SCC(=O)NCc1ccco1	1	-2	3	17	91	1.4	·	4	-0.5	10
CCN(CC)C(=O)Cc1c(O)c2ccccc2[nH]c1=O	-2	1	15	-4	90	-0.1	-2	-6	-3.0	-3
CC(=O)Nc1ccc(NC(=O)c2nc(S(=O)(=O)Cc3cccc(C)c3)ncc2Cl)cc1	-4	2	6	-6	110	1.6	-14	5	-1.3	-13
CCOC(=O)c1cccc(NC(=O)CCc2nc(-c3ccc(C)cc3)no2)c1	0	-3	-35	4	104	1.1	·	-6	8.0	7
Cc1ccc(S(=O)(=O)N2CCC(C(=O)NCCCN3CCCC3=O)CC2)cc1	0	-4	16	-1	128	3.9	-6	-2	-3.0	2
CCCCNC(=O)CSc1nc2ccc(NC(=O)CSc3nnc(COc4ccccc4C)n3C)cc2s1	-4	-2	17	11	106	-0.3	·	6	-2.9	-34
O=C(N/N=C/c1ccc(OC(=O)c2ccccc2)cc1)c1cccnc1	-2	0	6	14	·	-1.2	1	-3	-0.9	2
Cc1c(Br)cnn1C(C)C(=O)N1CCN(c2ccc(F)cc2)CC1 (centres undefined)	-7	0	13	2	101	-0.8	-4	0	-3.4	1
CC1=CC(c2ccccc2)n2nc(N3C(=O)CCC3=O)nc2N1 (centres undefined)	4	2	10	-7	103	1.7	·	0	-1.7	5

One compound at a time, from the list above.
`Cc1c(Br)cnn1C(C)C(=O)N1CCN(c2ccc(F)cc2)CC1` (centres undefined) across the screens: Keap1-Nrf2 PPI = -7; V-ATPase pHluor = 0; OPRM1-OPRD1 inv = 13; Arr AP2 block = 2; Pemphigus Ab inh = 101; C-LANA FP = -0.8; Wnt act = -4; cardiac RTF act = 0; OPRM1-OPRD1 ag = -3.4; RTF Ca sens inh = 1
`CC(=O)Nc1ccc(NC(=O)c2nc(S(=O)(=O)Cc3cccc(C)c3)ncc2Cl)cc1` across the screens: Keap1-Nrf2 PPI = -4; V-ATPase pHluor = 2; OPRM1-OPRD1 inv = 6; Arr AP2 block = -6; Pemphigus Ab inh = 110; C-LANA FP = 1.6; Wnt act = -14; cardiac RTF act = 5; OPRM1-OPRD1 ag = -1.3; RTF Ca sens inh = -13

Other compounds
SMILES	Keap1-Nrf2 PPI	V-ATPase pHluor	OPRM1-OPRD1 inv	Arr AP2 block	Pemphigus Ab inh	C-LANA FP	Wnt act	cardiac RTF act	OPRM1-OPRD1 ag	RTF Ca sens inh
CCN(CC)CCN(C(=O)c1cc2c(ccc3ccccc32)oc1=O)c1nc2cc3c(cc2s1)OCCO3	-8	0	6	19	·	0.1	18	6	-1.1	-1
CCOC(=O)C(C)Sc1nnc(-c2ccccc2O)n1Cc1ccccc1 (centres undefined)	-3	-2	8	-9	·	-0.7	-3	4	-1.6	0
CN1CC(=O)N(CC(=O)N2CCC(Cc3ccccc3)CC2)C1=O	2	-2	10	9	101	0.5	-2	-3	-2.1	-1
COC(=O)c1ccccc1NC(=O)CSc1nc(-c2ccco2)cc(C(F)(F)F)n1	-3	-2	-6	7	123	0.9	-1	-10	0.9	-8
Cc1ccc(C(=O)N/C(=C\c2ccc(Cl)cc2)C(=O)NCC2CCCO2)cc1 (centres undefined)	-1	-1	1	2	97	-0.8	4	4	-0.1	-9
O=C(O)CN1CCNCCN(CC(=O)O)CCNCC1	-2	5	2	2	96	1.7	-5	0	-0.5	-11
C[C@@H](C(=O)Nc1ccc(SC(F)F)cc1)N1C(=O)C2CCCCC2C1=O (some centres undefined)	1	0	10	-4	122	2.2	-1	-2	-1.9	11
COc1ccccc1CNC(=O)CCNC(=O)c1ccco1	-1	2	1	7	110	-1.5	-5	-3	-0.1	-7
O=c1[nH]cnc2c1ncn2C1OC(CO)C(O)C1O (centres undefined)	-2	-1	16	1	102	0.2	0	3	-3.0	-12
Cc1ccc(C)c(NC2=NCC(=O)N2c2ccc3c(c2)OCCO3)c1	4	-1	18	2	·	-0.9	·	-3	-3.0	-2
CCc1noc(C)c1C(=O)N(CCC(C)C)c1c(N)n(Cc2ccccc2)c(=O)[nH]c1=O	-8	-8	-3	8	124	-1.7	1	-3	0.5	5
O=C(Nc1ccccc1F)N1CCC(NC(=O)C23CC4CC(CC(C4)C2)C3)CC1	0	0	6	25	105	1.3	-2	-5	-0.9	0
COC(=O)c1ccc(OCC(=O)c2ccc(C)c(C)c2)cc1	0	-3	-12	-2	103	0.5	4	9	2.4	-1
O=C(CCC(=O)N(CC(=O)NC1CCCCC1)Cc1ccc(F)cc1)Nc1nccs1	-7	-2	5	-5	123	-0.2	-2	0	-1.0	9
CCN1CCN(C(=O)c2cc(S(=O)(=O)N3CC(C)CC(C)C3)ccc2Cl)CC1 (centres undefined)	·	-3	12	4	105	·	-4	3	-2.4	4
Cc1cc(C)nc(SCC(=O)Nc2ccc(S(=O)(=O)Nc3nccs3)cc2)n1	0	0	0	9	84	0.5	-16	-2	-0.1	9
COc1ccc(-c2noc(CCCC(=O)O)n2)cc1	1	-3	0	1	·	-0.1	·	1	0.1	-3
S=c1[nH]nc(Cn2nnc3ccccc32)n1-c1ccccc1	-2	-1	6	-9	103	-0.1	-1	4	-1.1	-16
Cc1nn2c3ccccc3n(Cc3ccccc3)c2nc1=O	-2	1	7	-11	104	0.0	1	-5	-1.3	-3
CCOC(=O)C(CC)Sc1nnc2c3cc(C)ccc3n(C)c2n1 (centres undefined)	-6	3	1	-1	·	-2.5	-2	-4	-0.2	-3
Cc1ccc(C(CC(=O)O)C2CCOC(C)(C)C2)cc1 (centres undefined)	-4	2	12	-5	98	1.2	-1	0	-2.1	-11
Cc1ccc(-c2nn(-c3ccccc3)cc2C=C2C(=O)CC(C)(C)CC2=O)cc1	0	2	-3	2	96	-0.1	·	-4	0.6	-12
O=C(c1ccc(Br)s1)N1CCN(c2ccccn2)CC1	3	-1	12	7	·	-0.1	0	-3	-2.0	-1
CCOc1cc(/C=C2/C(=O)ON=C2C)ccc1O	-28	1	8	-8	90	-1.9	-2	4	-1.5	-12
Cc1onc(-c2ccccc2)c1C(=O)N/N=C/c1ccc(O)c([N+](=O)[O-])c1	2	-2	3	2	107	0.6	0	-5	-0.7	-4
CCOC(=O)CN1C(=O)S/C(=C/c2cc(C)n(-c3ccccn3)c2C)C1=O	2	-3	4	7	96	-0.9	·	2	-0.6	-4
COc1ccc(CC(=O)NC2CCN(Cc3nnnn3C(C)(C)C)CC2)cc1OC	-5	0	16	-3	102	1.2	·	-5	-3.4	-2
NC(=O)CC(NC(=O)Cc1cccc2ccccc12)c1ccc(NC2CCN(Cc3ccccc3)CC2)c([N+](=O)[O-])c1 (centres undefined)	1	1	·	20	106	12	-4	-6	·	-5
CSc1nnc2c(n1)c(C)nn2-c1cccc(C)c1	-3	8	-9	38	86*	-0.1	37*	-1	1.9	1
COc1ccc(CN(C(=O)c2cc3ccccc3oc2=O)C2CCCCC2)cc1OC	-1	0	2	19	·	-0.5	?	-6	-0.4	-11
CC(C)(C)c1ncc(S(=O)(=O)c2ccc(C(F)(F)F)cn2)c(N)n1	1	-4	-3	-12	·	-1.0	-1	2	0.6	3
Cc1ccc2c(c1)N(C(=O)CCC(=O)NCCCN1CCN(C)CC1)CCO2	6	5	-1	-2	108	-1.0	-2	5	0.2	-9
CCOC(=O)C1CCN(C(=O)C2(NC(=O)Nc3cccc(F)c3)CCCCC2)CC1	1	0	3	3	127	-0.1	-1	3	-0.5	0
COc1cc(NC(=O)c2ccc(Br)o2)ccc1NC(=O)c1ccccc1Cl	3	0	-15	14	89	-0.7	-8	-8	2.8	-24
COC(=O)CC1COc2ccccc2N1C(=O)c1ccc(C(C)(C)C)cc1 (centres undefined)	0	0	-10	0	97	-1.3	·	4	2.0	-5
